Cav32 inh – inhibitors of human Cav3.2 T-type calcium channel. Cav3.2-expressing cells, Fluo-4 calcium fluorescence FDSS; stronger effect = lower value. B-score at 10 µM. 100,000 tested, 4% active. AID 449739;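 active = single-dose well whose peak fluorescence ratio is a statistical outlier from its plate by either plate-standardised score or position-corrected B-score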
An asterisk follows results filed as active.

Cav32 inh,Molecule
0.31,CCn1c(O)c(/C=N/N=C/c2ccccc2)c2ccc(C3=NNC(=O)CC3)cc21
0.33,CC1=NC(=O)C(N=Nc2ccccc2)N1c1ccccc1 (stereo not given)
-0.63,CC(NS(=O)(=O)c1ccccc1)C1COc2ccccc2O1 (stereo not given)
0.12,Cc1ccc(C(C(=O)NC2CCCC2)N(Cc2ccco2)C(=O)CCC(=O)Nc2ccccn2)cc1 (stereo not given)
0.29,COc1cc(CC(=O)NCc2cccs2)cc(OC)c1OC
-0.88,COc1ccc2ccccc2c1C1CC(=O)N2CN(C3CCCCC3)CSC2=C1C#N (stereo not given)
-1.3,CCn1c(CNc2ccc(F)cc2)nnc1SCC(=O)Nc1ccc(OC)cc1
-0.8,Cn1c(C(C#N)C(=O)c2sc3ccccc3c2Cl)nc2ccccc21 (stereo not given)
0.57,O=C(OCc1nnc(-c2ccccc2)o1)c1ccco1
-2.4,Cc1c(O)cc2c(c1O)C(=O)CC(c1ccccc1)O2 (stereo not given)
0.1,O=C(NCc1ccco1)c1cccc(F)c1
0.0022,COc1ccccc1-n1c(-c2ccc(NS(C)(=O)=O)cc2)n[nH]c1=S
0.68,O=C1CC(N2CCN(Cc3ccccc3)CC2)C(=O)N1c1ccc2c(c1)OCCO2 (stereo not given)
0.24,CC1Cc2ccccc2N1S(=O)(=O)c1cccc(C(=O)NCCCO)c1 (stereo not given)
-1.1,COc1ccccc1CNC(=O)C1CCN(c2nc3ccccc3o2)CC1
0.039,CCN1C(=O)CSC1=NC12CC3CC(CC(C3)C1)C2
-4,CCCn1c(SCC(=O)Nc2nnc(-c3ccccc3)s2)nnc1-c1ccccn1
-0.72,CCc1ccccc1NC(=O)c1cnccn1
-0.74,CCOC(=O)C1CCCCN1Cc1ccc(C(F)(F)F)cc1 (stereo not given)
-0.12,O=C(Nc1ccc(N2CCN(C(=O)c3ccc(Cl)cc3)CC2)cc1)c1cc2ccccc2o1
-0.085,O=C1c2ccccc2C(=O)c2c1cccc2N1CCOCC1
0.99,O=C(CSc1nc2ccccc2n1CCc1ccccc1)NC1CCS(=O)(=O)C1 (stereo not given)
0.11,CN(C)c1ccc(P(=O)(OC2CCCCC2)C(O)c2cccnc2)cc1 (stereo not given)
-1.8,O=c1cc2c(nn1Cc1cccc(Cl)c1)-c1ccccc1CC2
-1.5,COc1ccc([C@H]2/C=C\CN(C(=O)[C@H](Cc3ccccc3)NC(=O)OCC3c4ccccc4-c4ccccc43)CC(=O)N2Cc2ccc(F)cc2)cc1
0.24,O=C(NC1CCN(C(=O)NC2CCCCC2)CC1)c1ccco1
-0.052,CCc1c(C)nc(SCC(=O)c2cccs2)c(C#N)c1C
0.64,N#Cc1cccc(NC(=O)COc2ccc(-n3ccnc3)cc2)c1
-1.3,Cc1nnc2ccc(Oc3ccc(-c4ccccc4)cc3)nn12
-0.46,CC(=O)N1CCN(C(=O)CNc2cc(C(F)(F)F)ccc2OCC(F)(F)F)CC1

Additional structures
Cav32 inh,Molecule
-0.4,CCOc1cc(C(=O)OCC(=O)c2c(C)[nH]c3ccccc23)ccc1OCC(=O)N1CCOCC1
-0.078,O=C(O)C1CCCCC1C(=O)NCCc1ccccc1 (stereo not given)
-7.2*,O=C(CCc1nc2cccnc2n1Cc1ccccc1)NCCc1ccc(Cl)cc1
-0.4,O=C(C/C=N/OCc1ccc(Cl)cc1Cl)c1ccccc1
-1.1,O=C(NCc1ccco1)C1CC(c2ccc(C(F)(F)F)cc2)=NO1 (stereo not given)
-4.5*,CCc1nc(N2CCOCC2)c(C#N)c2c1CCCC2
-0.66,Cc1onc(-c2ccccc2)c1C(=O)Nc1ccnn1C1CCCCC1
-4.9*,CCOC(=O)c1cnc(SCc2cccc(C)c2)nc1N
-0.0092,COc1ccc(-c2cc(C(F)(F)F)nc(N3CCN(C)CC3)n2)cc1OC
-3.7,CCCCN(CCCC)C(=O)CSc1nnc2n(C)c(=O)c3c4c(sc3n12)CCCC4
1.2,Cc1nn(C)c(C)c1S(=O)(=O)N(CC(=O)NCc1ccco1)c1ccc(C(C)C)cc1
-1.3,N=c1n(CCN2CCCCC2)c2ccccc2n1CC(O)c1cccc(Br)c1 (stereo not given)
0.037,COc1ccccc1CNC(=O)C1CC(c2ccccc2C(F)(F)F)=NO1 (stereo not given)
1.1,CCCCCOc1ccccc1C(=O)NCC(=O)O
-3.5,C=CCc1ccc(OCCOCCOc2cccc3ccc(C)nc23)c(OC)c1
0.85,COc1ccc(OCCN(C)Cc2ccccc2)cc1
0.42,O=C(O)CCN1C(=O)c2ccncc2C1=O
0.36,CC(C)CNC(=O)c1cccc(Cn2cc(Cl)cn2)c1
-0.24,Cc1ccc(NS(=O)(=O)c2ccc(NC(=O)[C@@H]3CCCC[C@@H]3C(=O)O)cc2)c(C)c1
-0.29,COc1ccc(NC(=O)C2C(=O)N(CCO)C3(C)CC2c2ccccc2O3)cc1 (stereo not given)
0.064,Cc1c(C(C)(C)C)c(C=S)n2ccccc12
0.094,CN1c2ccccc2C(C)(C)C12C=Cc1cc(O)ccc1O2 (stereo not given)
0.15,O=C(NCC1CCCO1)C1CCN(S(=O)(=O)c2cccnc2)CC1 (stereo not given)
0.85,O=C1/C(=C/c2cccnc2)Oc2cc(OS(=O)(=O)c3ccc(Cl)cc3)ccc21
0.42,CCN1CCN(c2nc3sc4c(c3c3ncnn23)CC(C)CC4)CC1 (stereo not given)
0.093,CCCNC(=O)c1ccc2c(=O)c(O)c(C)[nH]c2c1
-0.015,COCC(=O)OCn1nnc2ccccc2c1=O
-0.055,Cc1cc(C(=O)OCC(=O)Nc2ccccc2F)c(C)o1
-0.0078,CCOc1cccc(C2C(C#N)=C(N)Oc3cc(C)n(Cc4ccccn4)c(=O)c32)c1OCC (stereo not given)
-1.3,CCOc1ccc2nc(SCC(=O)NCc3ccco3)sc2c1

The list continues.
Cav32 inh,Molecule
-0.89,Cc1cc(C(=O)OCC(=O)NC(=O)NC(C)(C)C)c(C)o1
-0.0022,CCC(C)(C)n1nnnc1C(CC(C)C)N1CCC(C(N)=O)CC1 (stereo not given)
0.083,CC(C)(C)NC(=O)CSC(=Nc1cccc(F)c1)NC#N
0.16,COc1ccc(OCC(=O)OCCN2C(=O)c3ccccc3C2=O)cc1
0.38,C/C=C/C(=O)OCC(=O)NC(=O)NC(C)C
-0.15,COc1ccccc1OCCSc1nnnn1C1CCCCC1
0.84,COc1cc(/C=N/NC(=O)CCn2c3ccccc3c3ccccc32)ccc1O
0.32,Cn1nc(C(C)(C)C)cc1C(=O)NCc1ccc(N2CCCC2=O)cc1
0.36,N#Cc1cn(CC(=O)NCc2cccnc2)c2ccccc12
0.048,CC1Cc2ccccc2N1C(=O)C1CCCN1S(=O)(=O)c1ccc(Cl)cc1 (stereo not given)
-0.64,CC[C@@H](C)C(NC(=O)OC(C)(C)C)c1cn([C@@H](Cc2ccc(O)cc2)C(=O)N2CCN(C(=O)OC(C)(C)C)CC2)nn1 (stereo not given in full)
0.0089,COc1ccc(/C=N/n2c(-c3cccs3)n[nH]c2=S)cc1
-1.1,CSCCC(NS(=O)(=O)/C=C/c1ccccc1)C(=O)N1CCC(C)CC1 (stereo not given)
0.18,CC1CC(=O)C2=C(C1)OC(N)=C(C#N)C2c1coc2ccccc2c1=O (stereo not given)
-0.74,Cc1cc(Cl)ccc1OCc1n[nH]c(=S)n1C1CCCCC1
0.58,CCOC(=O)c1[nH]cnc1C(=O)Nc1cccc(N)n1
0.098,CCOC(=O)N1CCN(C(=O)c2n[nH]c(=O)c3ccccc23)CC1
0.19,CC1CCN(S(=O)(=O)c2cccc(-c3csc(-c4cccnc4)n3)c2)CC1
1.3,O=C(CSc1nc2c(c(=O)n1-c1ccccc1)SCC2)N1CCN(c2ccccc2)CC1
-1,COc1ccc(Cl)cc1NC(=O)NC1CCCCC1
-0.41,CC(C)NC(=O)COC(=O)c1ccc(Oc2ccccc2)cc1
-1.3,Cc1ccc(NC(=O)Cn2nnc(C(=O)NCc3ccccc3)c2N)cc1C
0.11,COCCNc1nnc(SCC(=O)c2ccc3c(c2)OCO3)s1
0.32,Cc1cc(C(=O)Cn2nnc3ccccc3c2=O)c(C)n1-c1c(C)n(C)n(-c2ccccc2)c1=O
-0.28,Cc1cc2oc3ccc(NCCC4CCCN4C)cc3c(=O)c2cc1C (stereo not given)
-1.6,CCOc1cccc(NCc2cc3c(C(C)(C)C)nn(-c4ccccc4)c3[nH]c2=O)c1
-0.61,COc1ccc(NC(=O)CC2C(=O)N(c3cccc(OC)c3)C(=O)N2CCC(C)C)cc1 (stereo not given)
0.058,O=C(c1ccccc1/S(=N/S(=O)(=O)c1ccccc1)N1CCOCC1)N1CCOCC1 (stereo not given)
1.1,Cc1ccc(S(=O)(=O)N2CCC(=O)N(C(COCc3ccc(C(F)(F)F)cc3)Cc3ccccc3)CC2)cc1 (stereo not given)
1.2,O=C(CN1C(=O)c2ccccc2S1(=O)=O)N1CCN(c2ccccc2)CC1

Next part
Cav32 inh,Molecule
0.17,CCCC(=O)Nc1ccc(C(=O)N/N=C/c2cccnc2)cc1
0.67,CCC(=O)N1CCc2cc(S(=O)(=O)NC(C(=O)Nc3cccc(C)n3)C(C)C)ccc21 (stereo not given)
-0.21,CNC(=O)c1[nH]cnc1C(=O)N[C@@H](Cc1ccccc1)C(=O)OCc1ccccc1
0.49,CCOc1ccc(-c2nnc(SCC(=O)N3CCN(c4ccccc4)CC3)o2)cc1
0.6,CC1(C)Cc2[nH]c(=O)c(C#N)cc2CS1
-0.36,COCCCNC(=O)C1CCN(S(=O)(=O)N(CC(C)C)CC(C)C)CC1
-0.26,COc1ccc(NC(=O)CSc2nnc(-c3ccccn3)n2N)c(OC)c1
-0.32,CCCC(=O)Nc1ccc(OCC(O)CNC(C)C)c(C(C)=O)c1 (stereo not given)
-0.96,CSc1nc(-c2ccc(C)cc2)[nH]c1S(=O)(=O)c1ccccc1
0.32,Cc1ccc(S(=O)(=O)NCCOc2nc(N3CCOCC3)nc(N3CCOCC3)n2)cc1
-0.71,CCCC(C(=O)NC1CCCC1)N(Cc1ccc2c(c1)OCO2)C(=O)c1snc(C(N)=O)c1N (stereo not given)
0.77,CCn1c(SCC(N)=O)nnc1-c1ccc(OC)c(OC)c1
0.27,CCC(CC)C(=O)Nc1cccc(C(=O)NCCc2ccc(S(N)(=O)=O)cc2)c1
-0.11,CCOC(=O)CN1C(=O)C(O)=C(C(C)=O)C1c1ccc(F)cc1 (stereo not given)
0.58,COC(=O)COc1ccc(S(=O)(=O)Nc2cc(OC)ccc2OC)cc1
1,O=C(O)Cn1ccnc1
0.46,O=S(=O)(/N=C(/c1ccc(Cl)cc1)N1CCOCC1)c1ccc(Cl)cc1
-0.45,N#Cc1cc(-c2ccccc2)nn1-c1ccccc1
0.63,CCOC(=O)C1=C(C)N(CCCC(=O)O)C(=O)NC1c1ccc(Br)cc1 (stereo not given)
-0.0038,NC(=O)CC(NC(=O)Cc1ccc(Br)cc1)c1ccc(NCCc2cccc(F)c2)c([N+](=O)[O-])c1 (stereo not given)
-0.45,N#Cc1c(-c2ccco2)nc(SCC(=O)Nc2cccc(Cl)c2)[nH]c1=O
1.2,CC1CCN(S(=O)(=O)N2CCC(C(=O)N3CCC(N(C)CC4CCCO4)CC3)CC2)CC1 (stereo not given)
0.26,O=C1/C(=N\O)Cc2ccccc21
-0.35,CCOc1ccc(CCNC(=O)Cc2nn[nH]n2)cc1OCC
0.66,O=C(CN1C(=O)c2ccccc2C1=O)N1CCCCC1
-0.48,O=C(NCc1ccccc1)C1=C[C@@H](c2coc3ccccc3c2=O)C[C@@H](OCc2ccc(CO)cc2)O1
0.35,Cn1c2c(c3ccccc31)CCSC2=O
0.012,COC(=O)c1c(C)oc2cc(Br)c(OCC(=O)C(C)(C)C)cc12
-0.045,CCOC(=O)c1c(CC(C)C)csc1NC(=O)C(C)C
0.71,COc1cccc(N2CCN(CC(=O)NCc3cccs3)CC2)c1

2 entries from above, with bars between the fields.
compound | Cav32 inh
CC1Cc2ccccc2N1S(=O)(=O)c1cccc(C(=O)NCCCO)c1 (stereo not given) | 0.24
CCOc1cc(C(=O)OCC(=O)c2c(C)[nH]c3ccccc23)ccc1OCC(=O)N1CCOCC1 | -0.4

A draw from above in order of formula weight, rising.
Cav32 inh,Molecule
0.26,O=C1/C(=N\O)Cc2ccccc21
0.66,O=C(CN1C(=O)c2ccccc2C1=O)N1CCCCC1
0.17,CCCC(=O)Nc1ccc(C(=O)N/N=C/c2cccnc2)cc1
0.77,CCn1c(SCC(N)=O)nnc1-c1ccc(OC)c(OC)c1
-0.32,CCCC(=O)Nc1ccc(OCC(O)CNC(C)C)c(C(C)=O)c1 (stereo not given)
-0.96,CSc1nc(-c2ccc(C)cc2)[nH]c1S(=O)(=O)c1ccccc1
0.71,COc1cccc(N2CCN(CC(=O)NCc3cccs3)CC2)c1
0.58,COC(=O)COc1ccc(S(=O)(=O)Nc2cc(OC)ccc2OC)cc1
0.012,COC(=O)c1c(C)oc2cc(Br)c(OCC(=O)C(C)(C)C)cc12
-0.26,COc1ccc(NC(=O)CSc2nnc(-c3ccccn3)n2N)c(OC)c1
-0.45,N#Cc1c(-c2ccco2)nc(SCC(=O)Nc2cccc(Cl)c2)[nH]c1=O
0.46,O=S(=O)(/N=C(/c1ccc(Cl)cc1)N1CCOCC1)c1ccc(Cl)cc1
-0.21,CNC(=O)c1[nH]cnc1C(=O)N[C@@H](Cc1ccccc1)C(=O)OCc1ccccc1
0.63,CCOC(=O)C1=C(C)N(CCCC(=O)O)C(=O)NC1c1ccc(Br)cc1 (stereo not given)
1.2,CC1CCN(S(=O)(=O)N2CCC(C(=O)N3CCC(N(C)CC4CCCO4)CC3)CC2)CC1 (stereo not given)
-0.71,CCCC(C(=O)NC1CCCC1)N(Cc1ccc2c(c1)OCO2)C(=O)c1snc(C(N)=O)c1N (stereo not given)
-0.48,O=C(NCc1ccccc1)C1=C[C@@H](c2coc3ccccc3c2=O)C[C@@H](OCc2ccc(CO)cc2)O1

(continued)
Cav32 inh,Molecule
0.28,CCOC(=O)C1=C(C)N(CCCC(=O)O)C(=O)NC1c1cc2ccccc2c2ccccc12 (stereo not given)
-3.2,O=c1c2c3nc4ccccc4nc3n(Cc3ccccc3)c2ncn1Cc1ccco1
1.5,CCOC(=O)N1CCN(S(=O)(=O)c2ccc3c(c2)CCN3C(=O)CC)CC1
0.094,CCOC(=O)c1sc(NC(=O)CSc2nnc(C(C)C)n2CC)nc1C

High-throughput results: PubChem BioAssay, Vanderbilt High Throughput Screening Facility

These rows are one share of the data; the hit share may differ from the screen's.
